Bfl-1 Bim block: disrupts Bim binding to human Bfl-1. Q16548. Bead-based flow cytometry, Bim-Bfl-1 binding inhibition. inhibition, % at 10 µM. 190,000 compounds, 0.12% hits. AID 1008;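 further: 0% = wells without compound plus tracer and 100% = blocker peptide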
Bim-Bcl-B: disrupts Bim peptide binding to human Bcl-B. Q9HD36. bead-based flow cytometry. inhibition, % at 10 µM. 190,000 compounds, 0.073% hits. AID 951;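 further: 0% = tracer peptide without compound and 100% = reference inhibitor peptide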
Target sequence (Q9HD36 whole entry, looked up): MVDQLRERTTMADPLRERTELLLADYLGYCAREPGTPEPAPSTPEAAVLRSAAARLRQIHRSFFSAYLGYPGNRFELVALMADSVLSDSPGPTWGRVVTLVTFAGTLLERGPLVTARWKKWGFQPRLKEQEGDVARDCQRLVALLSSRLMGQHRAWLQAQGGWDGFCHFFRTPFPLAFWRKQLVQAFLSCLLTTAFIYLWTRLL
RGS8-Gao reg: human RGS8-Galphao interaction regulation; AID 1423; multiplexed bead flow cytometry, RGS8-Galphao binding; actives lie on both sides; 220,000 compounds, 0.34% hits; response (percent of control binding), % at 10 µM; in the data active means response below about 60% or above about 140%; inactive means in between;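 further: Galphao activated as the GDP aluminium fluoride complex binding bead-coupled RGS8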
Target sequence (P09471 whole entry, looked up): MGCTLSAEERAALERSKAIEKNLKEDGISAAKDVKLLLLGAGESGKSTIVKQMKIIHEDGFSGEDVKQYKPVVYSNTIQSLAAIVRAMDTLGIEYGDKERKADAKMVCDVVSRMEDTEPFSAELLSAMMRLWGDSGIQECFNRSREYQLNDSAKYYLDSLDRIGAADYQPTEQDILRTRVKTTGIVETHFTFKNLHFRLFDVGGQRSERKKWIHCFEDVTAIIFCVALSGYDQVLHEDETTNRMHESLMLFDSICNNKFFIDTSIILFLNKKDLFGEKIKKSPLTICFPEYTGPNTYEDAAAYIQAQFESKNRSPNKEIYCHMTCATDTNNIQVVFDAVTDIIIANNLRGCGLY
Bim-Bcl-2: human Bim-Bcl-2 interaction inhibition. Bead-based flow cytometry, Bim peptide-Bcl-2 binding. inhibition, % at 10 µM. 190,000 compounds, 0.06% hits. AID 950; in the data active means inhibition above about 40%; inconclusive means no clear call, values can overlap the other calls;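 further: 0% = no compound wells with probe peptide and 100% = reference peptide inhibitor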
RGS7-Gao: modulates binding of RGS7 to human Galphao; P09471; Multiplexed bead flow cytometry; actives lie on both sides; binding response (% of control), % at 10 µM; 220,000 compounds, 0.35% hits; in the data active means binding response below about 49% or above about 150%; inconclusive means no clear call, values can overlap the other calls; inactive means in between;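 further: fluorescent Galphao held in activated GDP-AlF4 state binding bead-coupled RGS7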
Mcl1 Noxa PPI: Mcl-1/Noxa interaction inhibition; 220,000 compounds, 1.5% hits; inhibition, % at 21.7 µM; Q07820; TR-FRET Mcl-1/Noxa peptide binding, 2 h;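 active means compounds that cut the protein-peptide binding signal by more than 50% relative to plate controls in a single-dose test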;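 further: His-tagged Mcl-1 with rhodamine Noxa BH3 peptide and terbium anti-His antibody; 0% = Mcl-1 plus Noxa peptide wells and 100% = peptide-only wells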
Bim-Bcl-W: human Bim-Bcl-W interaction inhibition; AID 952; bead-based flow cytometry, Bim peptide-Bcl-W binding; inhibition, % at 10 µM; 190,000 compounds, 0.02% hits;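 further: 0% = bound tracer without compound and 100% = peptide blocker; higher means less fluorescent Bim peptide bound to Bcl-W beads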
Target sequence (Q92843 whole entry, looked up): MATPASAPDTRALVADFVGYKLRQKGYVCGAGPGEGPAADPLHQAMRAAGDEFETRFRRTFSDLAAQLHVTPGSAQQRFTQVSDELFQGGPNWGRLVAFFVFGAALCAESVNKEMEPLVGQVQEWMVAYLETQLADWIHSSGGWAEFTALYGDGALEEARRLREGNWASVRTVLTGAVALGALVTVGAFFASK
Bim-Mcl-1: human Bim-Mcl-1 interaction inhibition | Q07820 | Bead-based flow cytometry, Bim peptide-Mcl-1 binding | inhibition, % at 10 µM | 190,000 compounds, 0.1% hits | AID 1009;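 further: 0% = no compound tracer wells and 100% = peptide blocker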
RGS4-Gao reg: modulates binding of RGS4 to human Galphao | 220,000 compounds, 0.33% hits | AID 1415 | binding response (% of control), % at 10 µM | P09471 | Multiplexed bead flow cytometry; actives lie on both sides; in the data active means binding response below about 49% or above about 150%; inactive means in between;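 further: fluorescent Galphao activated with aluminum fluoride binding bead-coupled RGS4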
Bcl-XL Bim block: inhibitors of Bim-Bcl-XL interaction, human | Q07817 | Bim peptide-Bcl-XL binding, bead flow cytometry, fluorescence | inhibition, % at 10 µM | 190,000 compounds, 0.04% hits | AID 1007
Target sequence (Q07817 whole entry, looked up): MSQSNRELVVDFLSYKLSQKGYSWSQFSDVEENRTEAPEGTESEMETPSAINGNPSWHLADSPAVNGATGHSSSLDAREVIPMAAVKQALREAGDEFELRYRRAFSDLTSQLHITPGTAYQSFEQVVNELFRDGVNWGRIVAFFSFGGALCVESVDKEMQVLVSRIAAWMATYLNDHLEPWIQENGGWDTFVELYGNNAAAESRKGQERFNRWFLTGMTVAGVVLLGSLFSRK
Mcl1-Bid inh: Mcl-1/Bid interaction inhibition. Q07820. TR-FRET Mcl-1/Bid-Dy647 peptide binding, 1536-well. AID 1021. inhibition, % at 21.7 µM. 220,000 compounds, 0.97% hits;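 active means compounds that cut the binding signal by more than half at the single screening dose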;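 further: His-tagged Mcl-1 with europium anti-His antibody binding Bid BH3 peptide; 0% = Mcl-1 plus peptide wells and 100% = peptide-only wells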
Active calls of the source: *; ? = inconclusive; . = not tested or not shown. Unless noted, no stated cut-off is given here; in the data, active means inhibition above about 40%.

SMILES	Bfl-1 Bim block	Bim-Bcl-B	RGS8-Gao reg	Bim-Bcl-2	RGS7-Gao	Mcl1 Noxa PPI	Bim-Bcl-W	Bim-Mcl-1	RGS4-Gao reg	Bcl-XL Bim block	Mcl1-Bid inh
CC(OC(=O)c1c2c(nc3ccccc13)/C(=C\c1ccc3c(c1)OCO3)CCC2)C(=O)Nc1ccc(S(N)(=O)=O)cc1 (configuration not stated)	1	-7	95	0	97	12	2	0	99	-3	-4
O=c1[nH]cnc2c([N+](=O)[O-])cccc12	5	0	99	4	100	16	2	0	102	3	-19
O=C(Cn1cc(C(=O)c2ccco2)c2ccccc21)NC1CCCCC1	-3	-8	95	-3	93	-8	-3	0	94	-6	-14
CCCn1c(SC(C(=O)Nc2cccc(OC)c2)c2ccccc2)nc2ccccc2c1=O (configuration not stated)	-7	0	96	5	98	-8	-3	-3	98	0	-5
O=C(c1cccs1)N(Cc1ccccn1)Cc1ccco1	-4	-2	97	1	97	27	4	4	93	1	7
N#Cc1c(N)n(CCNC(=O)c2cccs2)c2nc3ccccc3nc12	18	13	100	6	106	9	1	5	101	11	9
O=C(O)CC(=O)Nc1ccccc1	-17	-9	100	-10	101	9	0	-4	97	-3	3
CC(=O)N/N=C/c1cc(C(C)C)cc(/C=N/NC(C)=O)c1O	-6	-4	95	-1	88	-8	-2	0	88	-3	-27
Cc1ccc(/C=C/C(=O)O)cc1S(=O)(=O)NCCCC(=O)O	-13	-7	104	-13	102	.	1	-2	101	-1	-7
CCCCNS(=O)(=O)c1ccc(OC)c2ncccc12	-2	1	99	-2	101	-13	-1	1	100	-1	-9
CSc1nc(-c2cccs2)c(C#N)c(=O)[nH]1	.	.	86	.	?	8	.	.	79	.	-5
c1ccc(OCc2nn3c(Cn4cnc5ccccc54)nnc3s2)cc1	-1	-26	95	-10	113	19	0	-5	98	-3	2
CCCCn1c(Oc2ccc(C(=O)OC)cc2)nc2c1c(=O)n(C)c(=O)n2C	-5	-5	73	-57	91	-2	-7	-12	90	-22	6
CC1CC(C)CN(CC(C)(C)NS(=O)(=O)c2ccccc2)C1 (configuration not stated)	-2	2	100	0	98	11	1	0	97	3	17
CNC(=O)[C@@]1(C)C=C[C@@H](Cc2ccccc2)N1C(=O)OC	1	-5	77	6	91	17	3	0	89	-1	4
COc1ccccc1NC(=S)N/N=C1\CC(C)(C)Oc2ccc(O)cc21	-2	-2	98	0	100	23	1	-2	98	-2	-25
CCOC(=O)c1c(NC(=O)CCC(=O)N2CCOCC2)sc2c1CC(C)(C)OC2	-15	-5	100	-6	102	2	2	-3	103	-3	-27
COCCOc1cnn(-c2cc(Oc3ccc(C)cc3)ncn2)c(=O)c1Cl	-6	-5	102	-4	100	10	2	0	100	-1	1
CCN(CC)C(=O)C(=O)c1cccn1-c1cccc(-n2cccc2C(=O)C(=O)N(CC)CC)c1C#N	2	-2	135	1	127	-10	0	0	124	2	-15
COc1ccc2c(Cl)c(C(=O)NCCCn3ccnc3)sc2c1	-2	0	102	0	96	20	0	-1	97	-1	-37
Cc1ccc(NC(=S)Nc2cccc(-c3n[nH]c(=S)o3)c2)cc1	.	.	103	.	?	59*	.	.	106	.	-18
O=C(Cc1n[nH]c(=O)[nH]c1=O)N/N=C/c1cccc(Cl)c1	.	.	101	.	?	27	.	.	108	.	10
COc1cccc(C(C)N(C)Cc2nc(-c3ccoc3)oc2C)c1 (configuration not stated)	2	1	122	3	109	4	-1	3	108	0	-4
COc1ccc(C(=O)NCC(=O)OCc2csc(-c3ccccc3)n2)cc1	-3	-9	78	-9	96	18	-11	-23	96	-14	-9
O=C(CN1C(=O)CSC1=O)N1CCCCC1	0	-5	100	-2	98	-2	-3	-3	100	-6	-9
Cc1ccc(S(=O)(=O)N(C)c2c(C)ccc(S(=O)(=O)N3CCN(C)CC3)c2C)cc1	0	-4	102	-1	102	0	-4	-2	101	-5	-35
O=C1C2C3CCCC3=C3CCCC3C2C(=O)N1c1ccccc1 (configuration not stated)	-3	-9	96	-5	95	1	4	2	98	-1	-33
Nc1c(C(=O)CCC(=O)O)oc2ccc(Cl)cc12	-12	-8	101	-8	101	20	0	0	102	0	-16
O=C(Nc1ccc2c(c1)OCO2)Nc1ccccn1	-1	-5	101	1	106	2	0	-1	100	0	-41
CC(=O)Nc1sc2c(c1C(=O)N1CCOCC1)CCCCC2	0	1	81	0	90	25	0	0	86	0	-10
COc1ccc(C2C(C(=O)Nc3cccnc3)=C(C)Nc3nc(-c4cccs4)nn32)cc1 (configuration not stated)	-5	-18	104	-2	98	-7	-9	-8	98	-10	7
CCOC(=O)N1CCN(CC(=O)Nc2cc3c(cc2C(C)=O)OCO3)CC1	-5	-2	101	-5	102	-8	3	1	102	-5	-29
O=C(O)c1cccc(NC(=S)N/N=C/c2ccccc2OCc2ccc(Br)cc2)c1	6	4	100	-2	104	52*	-3	-4	100	-2	-37
CCC(C)(C)C1CCc2[nH]nc(C(=O)NN)c2C1 (configuration not stated)	.	.	100	.	?	18	.	.	105	.	-19
Cn1c(SCC(=O)NCc2ccco2)nc2ccccc2c1=O	-3	-3	99	-1	98	-1	-2	0	99	-4	-66
COC(=O)c1cc(-c2cccc(OC)c2)on1	-10	-12	99	-6	99	-6	0	-5	98	-5	-40
CC(C)C(=O)N1CCN(c2ccccc2NC(=O)c2cccc(Cl)c2)CC1	0	-3	96	-4	98	-10	-5	-4	96	-4	-7
COc1ccc2oc(C(=O)NN3C(C)CCCC3C)c(C)c2c1 (configuration not stated)	-2	0	102	-4	101	-2	0	-1	96	-2	-18
CCC(c1nnc(SCC(=O)Nc2ccc(C(=O)Nc3ccccc3OC)cc2)o1)N(C)C (configuration not stated)	-8	-8	101	-6	97	14	0	-1	100	0	-13
Cc1nc2c(c3c1[nH]c1ccccc13)C(=O)CC(C)(C)C2	-2	1	105	-4	104	14	-1	-6	103	5	10
Cc1ccc(NC(=O)CSc2nc(N)cc(=O)[nH]2)cc1Cl	0	-2	98	0	97	19	-1	0	95	-5	-25
CCCN(CC(=O)Nc1cc(C)on1)S(=O)(=O)c1cccc(C(F)(F)F)c1	0	1	102	3	?	-19	4	4	101	3	-2
CCN(CC)S(=O)(=O)c1ccc2oc(C(=O)O)c(C)c2c1	-15	-7	101	-8	102	11	1	-1	101	-3	-4
COc1ccc([N+](=O)[O-])cc1N/C(=N/S(=O)(=O)c1ccccc1)c1ccccc1	-4	-2	100	-2	99	13	1	0	99	0	6
OC[C@H]1OC(Nc2ccc(N=Nc3ccccc3)cc2)[C@@H](O)[C@@H](O)[C@@H]1O (some centres not stated)	.	.	93	.	?	-19	.	.	91	.	-18
Cc1ccc(C(=O)N/C(=C/c2ccco2)C(=O)NCCCn2ccnc2)cc1	0	-6	94	-4	85	-18	-1	-5	83	-4	-9
CN(Cc1nc(-c2ccccn2)no1)S(=O)(=O)c1ccccc1	-5	-2	98	0	97	-1	0	2	93	-1	-3
NC(=O)[C@@H]1CC2(CC(c3cccc(NC(=O)CC(c4ccccc4)c4ccccc4)c3)=NO2)CN1C(=O)COc1ccc(Cl)cc1 (some centres not stated)	.	.	106	.	?	-15	.	.	108	.	-20
CNC(=O)c1oc(-c2ccccc2)nc1C	-6	-1	105	-3	104	-4	-2	1	102	-2	-7
COc1ccc(CNC(=O)c2ccc(NC(=O)CC3SC(N4CCCC4)=NC3=O)cc2)cc1 (configuration not stated)	0	-1	102	-4	102	11	-3	-2	103	-1	-16

The list continues.
SMILES	Bfl-1 Bim block	Bim-Bcl-B	RGS8-Gao reg	Bim-Bcl-2	RGS7-Gao	Mcl1 Noxa PPI	Bim-Bcl-W	Bim-Mcl-1	RGS4-Gao reg	Bcl-XL Bim block	Mcl1-Bid inh
Cc1onc(-c2ccccc2Cl)c1C(=O)NC(=S)NCc1cccnc1	-4	-40	98	-4	100	12	0	4	102	-1	-39
O=C1c2ccccc2-c2cccc(NS(=O)(=O)c3ccc(C(F)(F)F)cc3)c21	-3	-9	96	-4	97	13	0	2	96	-7	7
CSc1nc2c(c(=O)n1C)SC(C)C2 (configuration not stated)	-7	-2	102	-3	99	-9	4	1	99	-1	-29
COCCNCc1ccc(Cl)cc1Cl	-3	-5	102	-2	97	4	-2	0	98	-4	-13
CCOc1cc(/C=C2/C(=N)N3OC(C)=CC3=NC2=O)ccc1OC	7	0	100	2	101	16	-1	-3	102	-3	4
COc1ccc(C)cc1NC(=O)Nc1ccccc1	-10	-6	101	-2	104	17	6	3	104	14	-12
Cc1cccc(C)c1NC(=O)c1sccc1SCc1cccc(C(F)(F)F)c1	-10	-9	102	-7	136	3	2	-1	101	-4	-7
COc1ccccc1OCCN(C#N)c1nc(N(C)C)nc(N(C)C)n1	3	-1	126	-1	125	3	0	-1	127	-1	-15
N/C(=N\OC(=O)Oc1ccccc1)c1ccc([N+](=O)[O-])cc1	-1	-7	102	0	100	14	-3	-9	101	-6	-17
CCOC(=O)c1ccc(N2C(=O)c3n[nH]c(C)c3C2c2ccc(OC)cc2)cc1 (configuration not stated)	-4	0	100	-2	98	-11	4	5	100	1	-8
S=C1NCCOCCOCCOCCOCCNC(=S)NCCOCCOCCOCCOCCN1	4	-1	88	3	96	10	2	2	93	1	-31
COc1ccccc1NC(=S)N(CCCN(C)C)Cc1cc2cc3c(cc2[nH]c1=O)OCO3	0	-2	90	0	87	3	0	0	88	-3	-41
O=C(N/N=C/c1cccs1)c1n[nH]c2c1CCCC2	.	.	104	.	?	-18	.	.	102	.	-3
COc1ccc(Cn2c(C)nc3c(c(=O)c4ccccc4n3C)c2=O)cc1	.	.	102	.	?	22	.	.	102	.	-2
O=S(=O)(c1ccc(NC(=S)N/N=C/c2ccc(O)c(O)c2)cc1)N1CCOCC1	.	.	99	.	?	36	.	.	96	.	-59
O=C(NCc1ccco1)C1(c2ccc(Cl)cc2)CCCC1	-17	-11	101	-9	101	6	-1	-4	102	-12	-33
Cc1cc(N2C(=O)C(=O)/C(=C(/O)c3ccc(F)cc3)C2c2ccc(Cl)cc2)no1 (configuration not stated)	-17	-10	99	-13	100	1	-4	-2	95	-7	9
CCC(=O)Nc1nnc(CCc2ccccc2)s1	-1	-4	101	2	99	1	-1	-3	103	-4	7
COc1ccc(-n2c(SCC(=O)Nc3ccc(Br)cc3)nc(O)cc2=O)cc1	.	.	103	.	?	-5	.	.	98	.	-66
Cc1ccc2nc(SCC(=O)N3CCN(c4ccccc4)CC3)[nH]c2c1	.	.	107	.	?	-14	.	.	113	.	-102
CCOC1(/N=C(\C)NS(=O)(=O)c2ccc(Cl)cc2)C(C)=CC(=O)C=C1C	-6	-7	102	-4	?	-9	-5	0	101	-4	-7

Part of the list above with just Bfl-1 Bim block.
Structure | Bfl-1 Bim block
O=C1c2ccccc2-c2cccc(NS(=O)(=O)c3ccc(C(F)(F)F)cc3)c21 | -3
Nc1c(C(=O)CCC(=O)O)oc2ccc(Cl)cc12 | -12

Source: PubChem

The order is random; 2.7% or so of the library scored in one or more.
